# BRCA1 expr act: BRCA1 expression activation; hit rate 1.1% among 380,000; Potency, µM (titrated, usually from 46.1 µM), without a hit: top-dose activation, most hits filed as activators; AID 624202; MCF7-BRCA1-FFLuc reporter, luminescence, 48 h; response scale: scaled: vehicle 0%, 10 µM genistein 100%; active = well fitted activation curve with a large enough effect; inconclusive = small, poorly fitted or top-dose-only effect; inactive = no such curve, though single readings can be large or run the other way; also: nearly all actives have a fitted effect of over 80% in size; some results filed as inactive show a strong effect at the top dose
#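 Using MCF7 cells harboring a BRCA1 firefly luciferase reporter, plated 2 h before compound pinning, the screen measured luminescence after 48 h incubation. Responses were normalized to DMSO and 10 microM genistein, then fitted for concentration-effect.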
# The depositor's hits bear a star; ? = inconclusive; [ ] = dose if it differs, or a comment. Potency is read from the fitted curve at half-maximal effect.
Structure	BRCA1 expr act
O=C(Nc1ccc(F)c(Cl)c1)Nc1nnc([C@@H]2O[C@H](CO)[C@@H](O)[C@H]2O)s1	17.3%
COc1ccc(-n2ncc(C(C)NS(=O)(=O)c3cc(C)sc3C)c2C)cc1 (stereo unspecified)	-21.1%
COc1cc(OC)nc(C(NC(=O)C2CCN(Cc3ccc(Oc4ccccc4)cc3)CC2)c2ccccc2C)n1 (stereo unspecified)	-34.1%
COc1ccc(Cn2c(=O)[nH]c3cc(C(=O)NCc4ccc5c(c4)OCO5)ccc3c2=O)cc1	0.0%
CN1CCC(N2CCN(C3CN(Cc4cn(Cc5ccc(C(F)(F)F)cc5)nn4)S(=O)(=O)C3)CC2)CC1 (stereo unspecified)	21.4%
COc1cccc(NC(=O)C2CCN(S(=O)(=O)c3ccc(N4CCCC4=O)cc3)CC2)c1	-21.4%
CSC[C@H]1CN(CCc2ccccc2)C(=O)[C@@H]1CC(=O)Nc1ccccc1	6.2%
C[C@@H]1CN([C@H](C)CO)C(=O)CCCn2nncc2CO[C@@H]1CN(C)S(=O)(=O)c1ccccc1	-2.9%
CC(C)(C)OC(=O)N1CCCC(C(=O)Nc2cccc(C(=O)NCCCCc3ccccc3)c2)C1 (stereo unspecified)	-21.9%
C[C@@H]1CCC[C@]2(O[C@H](CCO)C[C@@H](O)[C@@H]2O)O1	18.4%
O=C(NN=Cc1ccc(F)cc1)C1CC1	23.6%
CC(C)(C)c1cc2nc(NCCOc3ccccc3)ccn2n1	7.7%
O=S(=O)(NCC(c1cccnc1)N1CCN(c2ccc(F)cc2)CC1)c1ccccc1 (stereo unspecified)	8.2%
O=C(OCC(=O)N1CCC(Cc2ccccc2)CC1)c1ccc(O)cc1	42.4%
CCC(CC)C(=O)N(C)c1c(C)nc2c(OCCOc3ccc(F)cc3)cccn12	0.0%
O=C(NCC(=O)N1CCCC(C(F)(F)F)C1)c1cccs1 (stereo unspecified)	2.7%
O=C(C1=C(O)C(=O)N(CCN2CCOCC2)C1c1cccs1)c1cc2ccccc2o1 (stereo unspecified)	-0.1%
CN(C)CCNc1ncnc2c1ncn2[C@H]1CN(Cc2cccnc2)C[C@@H](CO)O1	11.1%
O=C(NCCc1nc(-c2ccccc2)no1)c1ccco1	4.9%
Cc1cc(C(O)c2ncc(-c3cccc4ccccc34)[nH]2)ccc1F (stereo unspecified)	-44.5%
OC[C@@H]1CN(Cc2cccnc2)C[C@H](n2cnc3c(N4CCOCC4)ncnc32)O1	6.2%
O=C1CC[C@@H]2CC3(C[C@@H]4CCN1[C@H]24)Nc1ccccc1NC3=NC1CCCCC1 (stereo partly specified)	-3.2%
CN(Cc1ccccc1)c1ccc(/C=C/c2sc3ccccc3[n+]2C)cc1	-60.8%
COc1cc(F)ccc1-c1cc(C(=O)NCc2ccc(F)cc2)[nH]n1	-8.5%
NC1CCc2ccccc21 (stereo unspecified)	3.8%
CC(C)(C)NC(=O)C1c2ccccc2OCC(=O)N1Cc1ccc2c(c1)OCO2 (stereo unspecified)	19.7%
CC(=O)Nc1cccc(-c2ccnc3c2CC(C(=O)Nc2cccc(Oc4ccccc4)c2)O3)c1 (stereo unspecified)	-37.1%
O=c1c2ccccc2nc(-c2ccc(Cl)cc2)n1C1CCS(=O)(=O)C1 (stereo unspecified)	-31.4%
O=C(Nc1ccccc1C(F)(F)F)c1nc(S(=O)(=O)Cc2ccccc2F)ncc1Cl	-78.4%
CC1(C(=O)NS(=O)(=O)c2ccccc2Cl)CCN1C(=O)CCc1ccccc1 (stereo unspecified)	21.8%
C[C@@H]1CN([C@H](C)CO)S(=O)(=O)c2ccc(C#Cc3cccc(F)c3)cc2O[C@@H]1CN(C)C(=O)CN1CCOCC1	-19.8%
CCOc1ccccc1C=NNC(=O)C1CC1	-10.6%
Nc1ccc2cccnc2c1	?
COC(=O)CCC(C)C1CCC2C3CCC4CC(O)CCC4(C)C3=CC(=O)C12C (stereo unspecified)	-23.6%
COc1cc(CNC[C@H]2O[C@@H](n3ccc(N)nc3=O)[C@H](O)[C@@H]2O)ccc1OCc1cccc(Cl)c1	0.8%
CCOC(=O)CCCCCC(=O)Nc1ccc2c(c1)C(=O)N([C@@H](C)CO)C[C@H](C)[C@H](CN(C)C(=O)Nc1ccc(F)cc1)OCCCC[C@H](C)O2	-9.6%
CC(=NNC(=S)Nc1ccc(C)cc1)c1ccccn1	?
CC(C)(O)C#Cc1ccc(CNC[C@H]2O[C@@H](n3cnc(C(N)=O)n3)[C@H](O)[C@@H]2O)s1	18.9%
COc1ccc(-c2c(-c3cccc(C)c3)oc3ccc(-c4ccc5c(c4)OCO5)cc23)cn1	0.4%
COc1ccc(C(=O)NC2CCCCCCC2)cc1OC	2.5%
CCC[C@H]1CN(c2ccc(OC)cc2)C(=O)[C@@H]1CC(=O)Nc1ccccc1	-0.1%
CCN(CC)c1ccc(NC(=O)CCCCC(=O)Nc2ccc(N(CC)CC)cc2)cc1	-13.5%
CC(=O)Oc1ccc(Cn2c(C)c(C(=O)NC3CC3)sc2=O)cc1	8.5%
S=c1nn[nH]c2ccccc12	-23.7%
Cc1cc(C)cc(SCc2noc(C(=O)NCCN(C)C)c2C(=O)NCCN(C)C)c1	-16.8%
CC1(C2CCCC2)NC(=O)NC1=O (stereo unspecified)	-16.6%
COc1ccc(CCNC(=O)c2ccc(NC(=O)CC3SC(N4CCCCC4)=NC3=O)cc2)cc1 (stereo unspecified)	-23.4%
Cc1ccccc1C(=O)N(C)[C@H]1C[C@H]2c3[nH]c4ccccc4c3CCN2C[C@H]1[C@H](C)O	-39.5%
CCOc1ccc(S(=O)(=O)Nc2cccc(C(=O)N(C)CC(=O)Nc3ccc(OC)cc3)c2)cc1	-17.6%
O=c1onc(-c2ccccc2)c2ccccc12	36.1%

# Other entries:
Structure	BRCA1 expr act
O=[N+]([O-])c1cc(S(=O)(=O)Oc2ccccc2)ccc1Cl	-101.7%[inhibitor]
COc1cc(C(=O)N2CCCC(c3cc(C(=O)NCc4ccc(F)cc4)no3)C2)cc(OC)c1C (stereo unspecified)	0.0%
Cc1ccc(S(=O)(=O)N2CCOCC2)cc1C(=O)NC1CCN(Cc2ccccc2)CC1	-7.7%
CCOC(=O)c1ccc(NC(=O)c2nc[nH]c2C(=O)NC[C@H](C)O)cc1	-6.4%
COc1ccccc1N1CCN(C(=O)CN(C)S(=O)(=O)c2ccc(C)cc2)CC1	-2.9%
CCOc1ccccc1N=C1SCC(C)N1C(=O)C1CCN(c2ncnc3sc(C)c(C)c23)CC1 (stereo unspecified)	-16.0%
C(=C\c1ccccc1)/CN1CCN(C(c2nnnn2-c2ccc3c(c2)OCCO3)C2CC2)CC1 (stereo unspecified)	-11.3%
CCCNC(=O)CNC(=O)c1ccccc1OCC(=O)Nc1ccc(Br)cc1	-26.1%
O=C(NCc1ccc2c(c1)OCO2)c1[nH]c(C(F)(F)F)nc1-c1ccccc1	15.2%
O=C(NN=Cc1ccc([N+](=O)[O-])cc1)c1ccncc1	5.7%
CNS(=O)(=O)c1cc(-c2nnc(N3CCOCC3)c3ccccc23)ccc1C	-8.3%
O=C1NC(=O)C2(CCCc3c([N+](=O)[O-])cccc32)N1 (stereo unspecified)	1.8%
CN1C[C@@H]2[C@@H]3C(=O)N(C)C(=O)[C@@H]3[C@](C)(C1=O)N2C(=O)c1ccc(C(C)(C)C)cc1	12.4%
CN(C)CCNC(=O)c1cccc(-c2cnc3c(NC=O)cc(-c4ccc(F)cc4)cn23)c1	-10.4%
N#Cc1c(Nc2ccccc2)[n+]([O-])c2ccc(Cl)cc2[n+]1[O-]	-106.6%[inhibitor]
C[C@@H]1CN([C@@H](C)CO)S(=O)(=O)c2ccc(Br)cc2O[C@@H]1CN(C)Cc1cccnc1	20.5%
Cc1nc(SCC(=O)Nc2ccccc2C(F)(F)F)c2c(=O)n(C)c(=O)n(C)c2n1	3.0%
CC(=O)c1cccc(S(=O)(=O)N2CCN(c3nc(-c4cccs4)nc4ccccc34)CC2)c1	0.1%
COc1cccc2c1C1(O)C2CCCCCCCCCC12OCCCO2 (stereo unspecified)	-40.0%
O=C(O)c1ccc(N2C(=O)CSC2=S)cc1	-7.3%
NC(=S)NN=Cc1cc(-c2cccc(N)c2)ccn1	-44.6%
O=C1NCCc2onc(-c3ccc(Br)cc3)c21	40.1%
Cc1cc(C)n2nc(C(=O)OCC(=O)Nc3ccc(Cl)cc3)nc2n1	-1.7%
CCCS(=O)(=O)NC(=O)C1(C)CCN(C(=O)COc2ccc(Cl)cc2Cl)C1 (stereo unspecified)	1.9%
O=C(Cn1cc(COc2ccc(Cl)c(Cl)c2)nn1)NS(=O)(=O)c1ccccc1C(F)(F)F	-2.0%
CCCN(C)C[C@H]1Oc2cc(C#Cc3ccc(F)cc3)ccc2S(=O)(=O)N([C@H](C)CO)C[C@@H]1C	-2.5%
O=C(O)c1ccccc1-c1ccc([N+](=O)[O-])cc1Cl	-9.8%
O=C1CCN(C(=O)Cc2ccccc2)c2ccccc21	18.8%
O=C(O)c1cc([N+](=O)[O-])ccc1Oc1ccccc1	-0.5%
CCOC(=O)c1c(-c2ccc(OC)cc2)oc2c1C(OC(C)=O)CCC2 (stereo unspecified)	86.2%

# Reprinted from the part before: 3 compounds, then new ones.
Structure	BRCA1 expr act
O=C1CCN(C(=O)Cc2ccccc2)c2ccccc21	18.8%
O=C(O)c1cc([N+](=O)[O-])ccc1Oc1ccccc1	-0.5%
CCOC(=O)c1c(-c2ccc(OC)cc2)oc2c1C(OC(C)=O)CCC2 (stereo unspecified)	86.2%
CC(CC(=O)c1ccccc1)=NCCCN=C(C)CC(=O)c1ccccc1	0.0%
NC(Cc1ccc(Cl)cc1)c1csc(Nc2ccc(C(=O)c3ccccc3)cc2)n1 (stereo unspecified)	-66.1%
COc1cc(OC)cc(C2=Cc3ccccc3C(CC(C)=O)N2c2ccc(C#CCCO)cc2)c1 (stereo unspecified)	-37.4%
Cc1cccc(C)c1-n1nnnc1SCc1nc(N)nc(N(C)C)n1	-7.3%
CC(=O)Nc1cccc(-c2ccnc3c2CC(C(=O)Nc2ccc(C(C)C)cc2)O3)c1 (stereo unspecified)	-35.9%
CCn1c(SCC(=O)NNC(=O)c2ccc(C)cc2)nnc1-c1ccncc1	11.5%
O=C(CCNS(=O)(=O)c1ccccc1)OCc1ccc([N+](=O)[O-])cc1	-3.0%
C=CCOC(=O)N1CCC2CC1c1c(-c3ccc(C(F)(F)F)cc3)cccc12 (stereo unspecified)	3.9%
CCCCNc1ccc(/C=C2\C=Cc3ccccc32)cc1	6.31µM*
Cn1nccc1-c1ccc(C(=O)Nc2cccc(NS(C)(=O)=O)c2)c2occc12	85.4%
N#CC(=C(O)COC(=O)CCC1CCCCC1)c1nc2ccccc2[nH]1	-10.4%
Cc1cccn2c(=O)c3cc(C#N)c(=NC(=O)c4cccnc4)n(CC4CCCO4)c3nc12 (stereo unspecified)	-1.7%
COc1ccc(NC(=O)N2C[C@H]3CON(C)[C@H]3C[C@H]2c2ccc(N3CCCCC3)cc2)cc1	7.3%
Nc1cc(N)c2c(c1)C(=O)c1ccccc1-2	37.3%
CCc1nc2c(OCc3c(C)noc3C)cccn2c1N(C)C(=O)C(C)C	2.7%
CN(C(=O)c1cccc(NC(=O)Cc2ccc(NC(=O)C3CCN(C(=O)c4ccccc4)CC3)cc2)c1)C1CCCC1	-16.6%
O=C(NCc1ccc(Cl)c(Cl)c1)c1cc(C2CCCCN2C(=O)c2cccs2)on1 (stereo unspecified)	-52.0%
COc1cccc(C#Cc2cnc3c(c2)C(=O)N([C@@H](C)CO)C[C@H](C)[C@H](CN(C)C(=O)C2CCC2)O3)c1	21.6%
O=C(c1ccccc1)N1CCC(=O)N(C(CO)Cc2ccccc2)CC1 (stereo unspecified)	9.7%
C=C1C(O)C[C@@H](C(C)C)N(CC(C)C)S1(=O)=O (stereo partly specified)	4.8%
CCCCn1c(N)c(N(CC(C)C)C(=O)CSc2nnc(C)n2-c2ccccc2)c(=O)[nH]c1=O	-9.8%
COc1ccccc1N1CC(C(=O)OCC(=O)c2c(N)n(C)c(=O)n(C)c2=O)CC1=O (stereo unspecified)	0.0%
O=C(OCc1ccccc1)N1CCC2CC1c1cc(N3CCN(C(=S)NCCc4ccccc4)CC3)ccc12 (stereo unspecified)	0.0%
COc1cccc(C(C)(O)c2nc(-c3ccccc3)cs2)c1 (stereo unspecified)	-16.7%
O=C(OCC(=O)N(CCc1ccccc1)Cc1ccccc1)c1cccc(S(=O)(=O)N2CCOCC2)c1	-7.7%
CN(C)c1ccc(-c2ccnc3c2CC(C)(C(=O)NCc2cccs2)O3)cc1 (stereo unspecified)	-15.8%
CC(=NNC(=S)N1CCCCCC1)c1cccc2cccnc12	-73.1%

# Some of the entries so far, field by field:
COc1ccc(CCNC(=O)c2ccc(NC(=O)CC3SC(N4CCCCC4)=NC3=O)cc2)cc1 (stereo unspecified)
  BRCA1 expr act: -23.4%

Cc1ccccc1C(=O)N(C)[C@H]1C[C@H]2c3[nH]c4ccccc4c3CCN2C[C@H]1[C@H](C)O
  BRCA1 expr act: -39.5%

CCOc1ccc(S(=O)(=O)Nc2cccc(C(=O)N(C)CC(=O)Nc3ccc(OC)cc3)c2)cc1
  BRCA1 expr act: -17.6%

O=c1onc(-c2ccccc2)c2ccccc12
  BRCA1 expr act: 36.1%

# Some of the compounds tested; count on the stated rates, not on these rows.
